Screening data (PubChem BioAssay)
p53 reactivation – qHTS assay for re-activators of p53 using a Luc reporter; 320,000 tested, 0.063% active; H1299 p53-A138V BP100-luciferase reporter, luminescence, 24 h; AID 504706, 2011; Potency, µM (highest dose often 92.2 µM), for the others: top-dose activity change, positive = activation, most hits filed as activators; note: potency is the fitted concentration of half-maximal effect; % of control where 0% means no effect; nearly all actives have a fitted effect of over 45% in size
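p53-null H1299 cells stably carrying temperature-sensitive p53-A138V and a BP100-luciferase reporter were pinned with compounds (4-point, 1:5 series) and held 24 hrs at 37 deg C. Luminescence was read 10 min after detection reagent.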
a7 integrin act – qHTS for Activators of Integrin-Mediated Alleviation for Muscular Dystrophy | alpha7betagal myoblasts, beta-gal FDG fluorescence, 48 h | Potency, µM (doses to about 38.3 µM), for the others: at the highest dose activation, most hits filed as activators | 350,000 tested, 0.064% active | AID 624291, 2012;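 note: potency is the fitted concentration of half-maximal effect; 100% = response of the positive control SU9516; nearly all actives have a fitted effect of over 60% in size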
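alpha7betagal+/- myoblasts (passage 13, 250/well) treated 48 h at 37C with compounds at 1:260 dilution of DMSO stock. Lysed, then beta-galactosidase activity read as FDG fluorescence (ex 480/em 540) after 30 min, with pre-read for autofluorescence.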
TCR act – Activators of T cell receptors: qHTS campaign; primary human leukocytes, anti-CD3, IL-2 HTRF, 48 h; Potency, µM (doses to about 9.22 µM), for inactives: at the top dose activation of IL-2 secretion, usual class: activators; 330,000 tested, under 10 active; AID 504894, 2011; note: % of control where 0% means no effect
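IL-2 produced over 48 hr by a-CD3 bead-stimulated primary human leukocytes exposed to compounds was detected with a homogeneous time-resolved FRET immunoassay, 665nm acceptor signal after 320nm excitation.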
TRPV1 ag – HTS Assay for Compounds that Act as Agonists of the Vanilloid Receptor 1; activation, % at 8.33 µM; 320,000 tested, 0.19% active; TRPV1-expressing cells, Fluo-8 calcium influx, agonist mode; in the data active = activation above about 80%; inconclusive = between about 30% and that limit; note: 0% is about no effect
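TRPV1-expressing cells were cultured overnight at 35.5C and loaded with Fluo-8 calcium dye for 40 to 90 min at room temperature. After a 10 s baseline, compound was added and calcium influx was read kinetically for 3 min (ex 480/em 520 nm).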
A-T KAP1 phos – qHTS Assay for Identifying a Potential Treatment of Ataxia-Telangiectasia. […] A-T fibroblasts, KAP-1 phosphorylation AlphaLISA; neocarzinostatin DNA damage 30 min before lysis. 320,000 tested, 0.19% active. AID 485349, 2010. Potency, µM (doses to about 57.5 µM), for inactives: top-dose activation, actives largely listed as activators; note: potency is the fitted concentration of half-maximal effect; % of control where 0% means no effect; nearly all actives have a fitted effect of over 45% in size
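ATM-like activity read as KAP-1 phosphorylation via AlphaLISA donor/acceptor antibody pairs after lysis and 6 hr at 25C. Cells were ATM-null patient fibroblasts ([…], hTERT), dosed 60 min, then exposed to the DSB inducer NCS for 30 min.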
TSG101-PTAP inh – qHTS Assay for Iinhibitors of HIV-1 Budding by Blocking the Interaction of PTAP/TSG101. 340,000 tested, under 10 active. AID 493005, 2010. Fluorescence polarization, FITC-PTAP peptide / Tsg101 binding. Potency, µM (series often up to 115 µM), for inactives: at the highest dose activity change, negative = inhibition, usual class: inhibitors; active = well fitted inhibition curve with a large enough effect in the main read-out, with a control signal flat, not every such curve was filed as active; inconclusive = small, poorly fitted or top-dose-only effect, or effect the other way, or a change in a side signal; inactive = no such curve, though single readings can be large or run the other way; note: potency is the fitted concentration of half-maximal effect; % of control where 0% means no effect
Target sequence (Q99816 whole entry, looked up): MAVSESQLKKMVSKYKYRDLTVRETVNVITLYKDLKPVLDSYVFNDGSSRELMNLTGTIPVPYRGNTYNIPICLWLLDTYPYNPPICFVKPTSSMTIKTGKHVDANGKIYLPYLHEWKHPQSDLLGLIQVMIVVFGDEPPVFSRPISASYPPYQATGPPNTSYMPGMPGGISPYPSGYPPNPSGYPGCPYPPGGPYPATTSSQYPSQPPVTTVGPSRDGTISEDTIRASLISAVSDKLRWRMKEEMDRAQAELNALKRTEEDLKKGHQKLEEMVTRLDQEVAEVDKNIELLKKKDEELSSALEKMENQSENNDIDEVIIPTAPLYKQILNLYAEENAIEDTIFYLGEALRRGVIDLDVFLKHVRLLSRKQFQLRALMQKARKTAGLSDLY
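Compounds were pin-transferred onto Tsg101 binding domain (10 uM final) in HEPES pH 7.5 buffer, then FITC-PTAP peptide was added at 50 nM final. After 20 min at RT, polarization reported peptide displacement across a qHTS concentration series.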
B2AR arrestin – qHTS assay of beta-arrestin-biased ligands of beta2-adrenergic receptor; Beta-2 adrenergic receptor (Homo sapiens), P07550; beta-arrestin recruitment to beta2AR, cell-based reporter; Potency, µM (series often up to 46.1 µM), inactives show at the highest dose activation, most hits filed as activators; 330,000 tested, 0.02% active; AID 492947, 2010;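 note: potency is the fitted concentration of half-maximal effect; 0% = DMSO controls and full agonism = EC100 isoproterenol or metaproterenol; nearly all actives have a fitted effect of over 65% in size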
Target sequence (P07550 whole entry, looked up): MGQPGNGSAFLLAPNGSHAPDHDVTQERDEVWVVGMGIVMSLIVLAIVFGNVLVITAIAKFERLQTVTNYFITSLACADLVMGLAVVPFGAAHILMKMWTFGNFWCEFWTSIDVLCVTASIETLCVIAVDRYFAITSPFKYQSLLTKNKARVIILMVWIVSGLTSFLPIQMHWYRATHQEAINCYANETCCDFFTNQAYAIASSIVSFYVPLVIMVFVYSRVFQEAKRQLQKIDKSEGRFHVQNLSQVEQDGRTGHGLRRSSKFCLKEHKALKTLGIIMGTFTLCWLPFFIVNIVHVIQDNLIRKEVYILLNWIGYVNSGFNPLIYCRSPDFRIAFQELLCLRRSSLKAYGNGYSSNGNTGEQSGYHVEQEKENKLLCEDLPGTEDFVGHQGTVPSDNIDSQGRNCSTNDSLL
BRCA1 expr act – qHTS Assay to Identify Small Molecule Activators of BRCA1 Expression. MCF7-BRCA1-FFLuc reporter, luminescence, 48 h; response scale: scaled: vehicle 0%, 10 µM genistein 100%. Potency, µM (top dose mostly 46.1 µM), for the others: at the top dose activation, actives largely listed as activators. 380,000 tested, 1.1% active; note: potency is the fitted concentration of half-maximal effect; nearly all actives have a fitted effect of over 80% in size; some results filed as inactive show a strong effect at the top dose
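Activators of BRCA1 expression were detected as increased firefly luciferase luminescence in engineered MCF7 cells after 48 h compound incubation. Signals were scaled to genistein 10 microM as full activation.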
ELG1 repair inh – qHTS screen for small molecules that inhibit ELG1-dependent DNA repair in human embryonic kidney (HEK293T) cells expressing luciferase-tagged ELG1 | HEK293T ELG1-luciferase reporter, luminescence, 16 h; DNA damage induced by 5-fluorouridine | Potency, µM (top dose mostly 46.1 µM), without a hit: at the top dose activity change, negative = inhibition, usual class: inhibitors | 330,000 tested, 2.3% active | AID 504467, 2011; note: potency is the fitted concentration of half-maximal effect; % is set by controls: 0 for no effect and ±100 for the full control effect; nearly all actives have a fitted effect of over 55% in size
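In this reporter screen, reduction of luminescence relative to DMSO vehicle indicated activity. Compounds and 5-fluorouridine were added together to 2,000 cells per well, incubated for 16 hr at 37 °C, then developed with ONE-Glo.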
MLL CXXC-DNA inh – qHTS Fluorescence Polarization Assay for Inhibitors of MLL CXXC domain - DNA interaction. Histone-lysine N-methyltransferase 2A (Homo sapiens), Q03164. 290,000 tested, 0.037% active. MLL-CXXC / FITC-HOXA9 DNA fluorescence polarization. AID 2662, 2010. Potency, µM (highest dose often 115 µM), inactives show at the top dose activity change, negative = inhibition, usual class: inhibitors; active = well fitted inhibition curve with a large enough effect in the polarisation, with a control signal flat, not every such curve was filed as active; inconclusive = small, poorly fitted or top-dose-only effect, or effect the other way, or a change in a side signal; inactive = no such curve, though single readings can be large or run the other way; the % refers to the polarisation; note: potency is the fitted concentration of half-maximal effect
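Purified MLL-CXXC (added from a 7 uM solution) was preincubated 5 min at ambient with pinned compounds in 50 mM Tris-HCl pH 7.5, 50 mM NaCl, 1 mM DTT, 0.05% BSA. Fluorescein-labeled HOX-A9 DNA (50 nM solution) followed, 30 min, then polarization read.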
The depositor's hits bear a star; ? = inconclusive; . = no result given; [ ] = dose if it differs, or a comment. Unless noted, calls come from the whole dose curve; as a rule, active = well fitted curve in the direction sought with a large enough effect; inconclusive = small, poorly fitted or top-dose-only effect, or another doubt; inactive = no such curve, though single readings can be large; an effect the other way counts as inactive or inconclusive.

Start of the listing, in advance (three entries):
SMILES	p53 reactivation	a7 integrin act	TCR act	TRPV1 ag	A-T KAP1 phos	TSG101-PTAP inh	B2AR arrestin	BRCA1 expr act	ELG1 repair inh	MLL CXXC-DNA inh
O=C(Cc1cccs1)N(c1ccc(Br)cc1)C1C=CS(=O)(=O)C1 (stereo not given)	-6%	1%	-4%	3	0%	-2%	0.0%	-16%	?	-5%
Cc1cc(C(F)(F)F)c(C#N)c(SCC(=O)NC2CC2)n1	3%	4%[7.66 µM]	.	0	0%	-2%	-1.1%	11%	0%	-1%
CCOC(=O)C1=C(CC)Nc2ccccc2N=C1NC(=O)c1cc(C)on1	-14%	6%	3%	6	-4%	-1%	-0.3%	-5%	-8%	.

The listing, from the start:
SMILES	p53 reactivation	a7 integrin act	TCR act	TRPV1 ag	A-T KAP1 phos	TSG101-PTAP inh	B2AR arrestin	BRCA1 expr act	ELG1 repair inh	MLL CXXC-DNA inh
O=C(Cc1cccs1)N(c1ccc(Br)cc1)C1C=CS(=O)(=O)C1 (stereo not given)	-6%	1%	-4%	3	0%	-2%	0.0%	-16%	?	-5%
Cc1cc(C(F)(F)F)c(C#N)c(SCC(=O)NC2CC2)n1	3%	4%[7.66 µM]	.	0	0%	-2%	-1.1%	11%	0%	-1%
CCOC(=O)C1=C(CC)Nc2ccccc2N=C1NC(=O)c1cc(C)on1	-14%	6%	3%	6	-4%	-1%	-0.3%	-5%	-8%	.
CC(=O)c1c(C)[nH]c(C(=O)Nc2ccc(F)c(F)c2F)c1C	22%	?	1%	11	-10%	0%	0.4%	-16%	?	10%
CCOC(=O)N1CC=C2C(C#N)=C(N)C(C#N)(C#N)[C@H](c3ccsc3)[C@H]2C1	13%	-36%[7.66 µM]	3%	5	8%	-7%	0.3%	-38%	-25%	9%
COc1ccc(OC)c(NC(=O)CCN2CC(C)OC(C)C2)c1 (stereo not given)	-1%	3%	-3%	-3	7%	-7%	-0.1%	5%	-2%	0%
CCOc1ccc(N=Cc2c(O)cc(C)oc2=O)cc1	2%	0%	4%	6	-7%	-1%	-0.1%	-3%	12%	-2%
COCCCNC(=O)c1cc(OC)c(OC)c(OC)c1	-4%	15%	10%	-1	0%	0%	-0.1%	0%	?	10%
O=C(c1ccccc1S(=O)(=O)NCC(O)COc1ccc([N+](=O)[O-])cc1)N1CCCCC1 (stereo not given)	-3%	-9%	-2%	0	1%	-2%	0.0%	-1%	-27%	3%
Clc1ccc(C[n+]2cc(-c3ccccc3)n3c2CCC3)cc1Cl	13%	-13%	2%[46.1 µM]	-3	-1%	-3%	-1.1%	-41%	?	6%
O=c1[nH]c2cc([N+](=O)[O-])c(NCCO)c([N+](=O)[O-])c2[nH]1	-6%	17%	.	0	-5%	-3%	-0.1%	-3%	11%	0%
COCCCn1c(C23CC4CC(CC(C4)C2)C3)n[nH]c1=S	-7%	21%	4%	-7	-4%	-2%	0.4%	-14%	0%	-4%
COc1ccc(CCC(=O)NCCOc2ccccc2Cl)cc1	.	-31%	3%	.	.	-7%	.	?	.	.
CCn1c(SCC(=O)N/N=C/c2ccc(C)o2)nnc1-c1ccc(C)cc1	1%	-11%	2%[46.1 µM]	0	8%	-1%	4.2%	17%	-12%	-3%
C=CCOc1ccc(/C=C2\SC(N3CCCCC3)=NC2=O)cc1	.	-26%	3%	82*	-1%	-3%	-0.6%	11%	-2%	0%
CC1(c2ccc(OC(F)F)cc2)NC(=O)N(CC(=O)N2c3ccccc3NC(=O)C2(C)C)C1=O (stereo not given)	-11%	-15%	-3%	0	2%	0%	-1.0%	-17%	-26%	.
O=[N+]([O-])c1ccc(O)c(C2CCCCC2)c1	.	-40%	4%	.	.	1%	.	-80%	.	.
CN1CCN(c2nc(-c3ccccc3)nc3c2oc2ccccc23)CC1	1%	0%	0%	19	6%	-2%	-0.2%	1%	1%	-5%
C/C=C/c1ccc(OCCOCCOc2cccc3cccnc23)c(OC)c1	8%	?	-8%[46.1 µM]	-5	18%	?	0.4%	-10%	-8%	0%
CCOc1ccc(-c2nnc(SCC(=O)N3CCOCC3)o2)cc1	?	-13%	-2%	15	-2%	-3%	-0.8%	57%	?	0%
COc1ccc(CCNC(=O)c2cc(S(=O)(=O)N3CCCCCC3)ccc2OC)cc1OC	-4%	3%	11%	14	2%	-4%	-0.7%	0%	-15%	.
O=C(COCC(=O)N/N=C/c1ccc(F)cc1)N/N=C/c1ccc(F)cc1	13%	-2%	0%[46.1 µM]	4	1%	0%	0.5%	-6%	11%	9%
CCc1cc(CNC(=O)CC2C(=O)NCCN2Cc2ccc(-c3ccccc3)cc2)on1 (stereo not given)	-16%	?	-7%	-1	15%	-3%	0.0%	-18%	-2%	1%
CCN(CC)C1=N/C(=C\c2ccco2)C(=O)N1c1ccccc1	-2%	9%	2%[46.1 µM]	-3	7%	0%	0.0%	-1%	4%	-5%
CCC1CCCCN1CCCNC(=O)C1CCCN(c2ncnc3c2nc2n3CCCCC2)C1 (stereo not given)	1%	0%	-1%	-3	-1%	-2%	0.8%	7%	12%	57%[activator]

Further results follow:
SMILES	p53 reactivation	a7 integrin act	TCR act	TRPV1 ag	A-T KAP1 phos	TSG101-PTAP inh	B2AR arrestin	BRCA1 expr act	ELG1 repair inh	MLL CXXC-DNA inh
Cc1occc1-c1nnc(SCC(=O)NC2CC2)n1C	6%	21%	9%	2	2%	-6%	0.4%	-1%	-4%	2%
Cc1nc2ccccn2c1CN(C)C(=O)C1CCC(=O)N(CCc2cccc(F)c2)C1 (stereo not given)	-1%	44%	6%	-2	6%	-6%	-0.1%	2%	2%	2%
COCc1c(C(=O)N2CCN(Cc3c(F)cccc3Cl)CC2)oc2ccccc12	-2%	13%	-5%	26	8%	-4%	-0.8%	0%	-18%	-5%
Cc1ccccc1NC(=O)C(NS(=O)(=O)c1ccc2c(c1)c(=O)n(C)c(=O)n2C)c1ccccc1 (stereo not given)	-3%	-2%	2%	-2	9%	-5%	0.0%	-11%	-6%	-3%
Cc1ccccc1N1CCN(C(=O)NCc2cccc(Cl)c2)CC1	13%	24%	5%	?	1%	-1%	-0.1%	22%	-2%	-3%
COc1ccc2[nH]c(C)c(CCNC(=S)Nc3cc(C)cc(C)c3)c2c1	-1%	5%	1%	2	1%	-7%	0.2%	-3%	-12%	15%
CCOC(=O)c1cnn(-c2ccccc2)c1-n1cccc1	-5%	-18%	2%	2	1%	-13%	-0.1%	0%	-3%	-1%
Cc1ccc(C(CC(=O)O)NC(=O)CN2C(=O)c3ccccc3C2=O)cc1 (stereo not given)	3%	8%	1%	4	8%	-6%	0.0%	-6%	-2%	-3%
COc1ccc(OC)c(C=Nc2ccccc2-c2nc3ccccc3[nH]2)c1	?	6%	5%[46.1 µM]	6	8%	-2%	-0.2%	65%	?	8%
COc1cccc2cc(C(=O)OCc3ccccc3)c(=O)oc12	.	-21%	-2%	6	-3%	-1%	0.3%	4%	26%	-11%
Cc1cccc(Nc2nnc(SCC(=O)NC(=O)CN3CCCC3=O)s2)c1	?	28%	-2%	0	-4%	-4%	-0.2%	-2%	0%	.
Cc1ccsc1C(=O)NCc1ccc(Cl)cc1	.	4%	10%	.	.	-5%	.	-1%	.	.
O=C(CN1C(=O)CSc2ccc(S(=O)(=O)N3CCOCC3)cc21)NCc1cccnc1	1%	-5%	1%	-1	1%	-8%	0.2%	15%	1%	-1%
COC(=O)/C(=C\c1ccc(O)cc1)c1nc2ccccc2[nH]1	2%	19%	-6%	0	4%	-2%	-0.5%	-7%	?	1%
Cc1c(CC(=O)NCCCC(=O)O)c(=O)oc2c(C)c3oc4c(c3cc12)CCCC4	0%	5%	1%	2	0%	-5%	-0.3%	3%	3%	3%
CCCCN(CCCC)C(=O)C[n+]1cccc(/C=N/O)c1	-2%	4%	-5%	-2	2%	-1%	0.2%	-7%	-5%	7%
CCn1c(NC(=O)c2ccccc2F)c(-c2cccs2)c(=O)c2ccccc21	-4%	40%	3%	1	-2%	-7%	-0.5%	-12%	-19%	-4%
O=C(Nc1ccc(Cl)cc1)OCCn1nnnc1C(c1ccccc1Cl)N1CCOCC1 (stereo not given)	-1%	-6%	.	6	2%	-6%	0.2%	16%	18%	-3%
O=C(O)CCc1ccc(-c2ccc(Cl)cc2)n1NC(=O)c1ccc(O)cc1	-7%	7%	-7%	4	-2%	0%	-0.9%	6%	-14%	-2%
Cc1ccc(C)c(N(C)C(=O)COc2cc(=O)n(C)c3ccccc23)c1	-6%	8%	-1%	13	-1%	-5%	-1.2%	-9%	3%	-3%
